STEP inh: STEP (human) phosphatase inhibition | inhibition, % at 20 µM | AID 588621 | recombinant STEP, OMFP fluorogenic substrate, fluorescence | actives 0.25% (n = 360,000);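 active means inhibition at 20 µM, scaled per plate between control wells, above about 37%, limit read from the data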;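 further: 0% = DMSO with enzyme and substrate and 100% = substrate only without enzyme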
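Material: STEP (striatal-enriched tyrosine phosphatase) enzyme, cell-free; Compound dosing: 20 µM single dose in 1% DMSO; Technique: fluorescence read at 480 nm ex / 540 nm em; Times: reaction 20 min, ambient temperature; Medium: 50 mM Bis-Tris pH 6.0 with 2.5 mM DTT and 0.005% Tween 20; Also added: OMFP at 25 µM.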
TbMetRS inhib: blocks T. brucei methionyl-tRNA synthetase activity | purified T. brucei MetRS, ATP depletion, Kinase-Glo luminescence | inhibition, % at 11.9 µM | actives 0.4% (n = 360,000);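 active means inhibition above a per-plate cutoff of the control wells' mean inhibition plus 3 SD, cut at about 5.5% in these data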;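 further: 0% = DMSO wells median and 100% = median of wells with control inhibitor compound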
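Measured by: Kinase-Glo luciferase luminescence reporting remaining unconsumed ATP. Material: purified T. brucei MetRS enzyme. Doses: 11.9 µM compound single dose, 0.9% DMSO. Medium: HEPES buffer containing pyrophosphatase, BSA, spermine, DTT. Times: 15 min preincubation, 2 h reaction, all 25 °C. Reagent: methionine, ATP and bulk E. coli tRNA.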
Scp1 inh: Scp-1 (human) phosphatase inhibition. Q9GZU7. Recombinant Scp1, phosphopeptide, malachite green phosphate absorbance. inhibition, % at 20 µM. actives 0.88% (n = 340,000);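 active means inhibition above about 50% at 20 µM, limit read from the data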;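 further: plate controls were DMSO wells with enzyme for no effect and wells lacking enzyme for full effect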
Target sequence (Q9GZU7 76-261 limits assumed): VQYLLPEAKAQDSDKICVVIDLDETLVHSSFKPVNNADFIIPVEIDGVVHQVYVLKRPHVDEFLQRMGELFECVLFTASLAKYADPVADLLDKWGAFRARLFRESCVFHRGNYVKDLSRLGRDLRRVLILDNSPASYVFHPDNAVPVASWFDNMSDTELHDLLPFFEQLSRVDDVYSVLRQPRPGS
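assay system = SCP-1 phosphatase catalytic domain, residues 76-261 | buffer or medium = 50 mM Tris acetate pH 5.5, 0.005% Tween-20, 10 mM MgCl2 | incubation = enzyme reaction 45 min at room temperature, colour 5 min, stabilisation 30 min | signal = Phosphate-binding colour reagent, absorbance read at 630 nm | measure = % inhibition at 20 µM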
SUMO1-SIM PPI: modulators of human SUMO1-mediated protein-protein interactions. SUMO1 binding to a labelled peptide, TR-FRET, 1 h. inhibition, % at 20 µM. actives 0.33% (n = 360,000); in the data active means inhibition above about 37%
Target sequence (P63165 whole entry, looked up): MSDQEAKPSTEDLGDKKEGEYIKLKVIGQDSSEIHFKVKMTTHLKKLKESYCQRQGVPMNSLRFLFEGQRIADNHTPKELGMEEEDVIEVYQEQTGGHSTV
DNMT1 inh: inhibitors of human DNMT1; actives 0.83% (n = 360,000); DNMT1 molecular beacon, Hinp1I cleavage, fluorescence; inhibition (reported as % activation of signal), % at 10 µM; in the data active means inhibition above about 50%
LMPTP inh: blocks human LMPTP phosphatase; inhibition, % at 20 µM; actives 0.22% (n = 360,000); P24666; AID 651560; recombinant LMPTP-A, OMFP fluorogenic substrate, fluorescence intensity;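 active means compounds that cut the enzyme signal by at least half of the control window in the single-dose screen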;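 further: plate controls were DMSO wells with enzyme plus substrate for no effect and substrate without enzyme for full effect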
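Assay system: LMPTP-A, protein tyrosine phosphatase of low molecular weight / Medium: pH 6.0 Bis-Tris buffer with DTT and Triton X-100 / Schedule: 50 min enzyme reaction at room temperature, protected from light / Measured by: endpoint fluorescence intensity from OMFP dephosphorylation / Read-out basis: % inhibition relative to no-enzyme and uninhibited control wells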
CSN inh: CSN deneddylation inhibition; AID 651999; inhibition, % at 12.5 µM; actives 0.38% (n = 360,000); Purified CSN, SCF-Nedd8-OG deneddylation, fluorescence polarization;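 active means pattern-corrected inhibition above about 35%, with an unprinted fluorescence ratio check between 0.5 and 1.5, limit read from the data, passing the limit was not always enough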;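 further: 0% = enzyme with substrate and 100% = substrate without enzyme; some results filed as inactive read as strong as hits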
Target sequence (Q92905 whole entry, looked up, one chain of several): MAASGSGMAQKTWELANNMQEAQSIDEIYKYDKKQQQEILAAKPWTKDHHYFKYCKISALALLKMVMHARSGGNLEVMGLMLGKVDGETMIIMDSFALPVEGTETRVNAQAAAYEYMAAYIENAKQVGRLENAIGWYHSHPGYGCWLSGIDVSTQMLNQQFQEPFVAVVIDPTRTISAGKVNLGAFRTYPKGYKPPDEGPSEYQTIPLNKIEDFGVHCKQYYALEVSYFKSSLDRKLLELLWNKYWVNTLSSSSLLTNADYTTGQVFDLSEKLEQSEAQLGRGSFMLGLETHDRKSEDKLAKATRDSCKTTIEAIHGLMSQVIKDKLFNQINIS
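Test system: purified human Csn5 enzyme expressed in HEK293T cells. Amount: 0.24 nM enzyme. Reagent: SCFSkp2-Nedd8OG substrate at 10 nM final. Schedule: 90 min incubation of compound, enzyme and substrate at room temperature. Detection: fluorescence polarization. Read-out: % inhibition of substrate cleavage by Csn5.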
NadD inh: NadD (S. aureus) enzyme inhibition; purified NadD enzyme, colorimetric absorbance read-out; AID 602399; inhibition, % at 20 µM; actives 0.78% (n = 360,000); in the data active means inhibition above about 26%; further: some compounds past the cut are filed as inactive
Rpn11 inh: inhibitors of human proteasome Rpn11. AID 588493. actives 0.59% (n = 360,000). calls only at 20 µM. human 26S proteasome, Ub4-pepOG fluorescence polarization; 20S core pre-blocked with epoxomicin;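 active means inhibition at 20 µM, scaled to each plate's controls, above about 33%, limit read from the data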
Target sequence (O00487 whole entry, looked up): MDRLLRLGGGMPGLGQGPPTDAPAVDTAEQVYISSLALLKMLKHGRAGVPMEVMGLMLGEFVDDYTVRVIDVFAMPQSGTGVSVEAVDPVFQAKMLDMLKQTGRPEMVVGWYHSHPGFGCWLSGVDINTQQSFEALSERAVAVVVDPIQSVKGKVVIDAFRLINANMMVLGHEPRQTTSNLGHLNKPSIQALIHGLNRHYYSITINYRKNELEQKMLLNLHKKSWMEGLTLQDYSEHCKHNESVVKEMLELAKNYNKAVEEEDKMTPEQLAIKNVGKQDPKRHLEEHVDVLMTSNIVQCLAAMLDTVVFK
PABP1 MLLE inh: inhibitors of microRNA-mediated deadenylation, human PABP1 MLLE binding | AID 588489 | GST-MLLE / FITC-PAM2 fluorescence polarization | actives 0.36% (n = 360,000) | inhibition, % at 20 µM | P11940; in the data active means inhibition above about 35%, passing the limit was not always enough;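 further: plate controls were DMSO wells with GST-MLLE for no effect and wells lacking GST-MLLE protein for full effect; some results filed as inactive read as strong as hits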
The depositor's hits bear a star.

What do the screens show for `NC1=NC2(CCCCCC2)n2c(nc3ccccc32)N1`?
STEP inh: -2; TbMetRS inhib: -0.3; Scp1 inh: -10; SUMO1-SIM PPI: 0; DNMT1 inh: 2; LMPTP inh: 16; CSN inh: 1; NadD inh: -7; Rpn11 inh: inactive; PABP1 MLLE inh: -16

What do the screens show for `COc1cc(Cl)c(C)cc1NC(=O)c1ccc2c(c1)OCO2`?
STEP inh: 1; TbMetRS inhib: -0.7; Scp1 inh: -5; SUMO1-SIM PPI: 4; DNMT1 inh: 9; LMPTP inh: -0.9; CSN inh: 0; NadD inh: 1; Rpn11 inh: inactive; PABP1 MLLE inh: -11

How did Cc1cccc(C)c1NC(=O)C(c1ccccc1)N1CCC2(CC1)OCCO2 (stereo not drawn) do in these assays?
STEP inh: 1; TbMetRS inhib: -0.8; Scp1 inh: 6; SUMO1-SIM PPI: -1; DNMT1 inh: -1; LMPTP inh: 0.0; CSN inh: 1; NadD inh: 0; Rpn11 inh: inactive; PABP1 MLLE inh: 7

What do the screens show for `C[C@H](NC(=O)C1CC(=O)N(c2ccc3c(c2)OCCO3)C1)C(=O)NC1CCCC1` (stereo partly drawn)?
STEP inh: 0; TbMetRS inhib: -0.3; Scp1 inh: -8; SUMO1-SIM PPI: 9; DNMT1 inh: 1; LMPTP inh: 0.5; CSN inh: 1; NadD inh: -3; Rpn11 inh: inactive; PABP1 MLLE inh: -3

Results for CCOc1ccc(C(=O)NC2CC3CCCC(C2)N3Cc2ccccc2)cc1 (stereo not drawn) ?
STEP inh: 5; TbMetRS inhib: 0.8; Scp1 inh: -5; SUMO1-SIM PPI: 6; DNMT1 inh: 2; LMPTP inh: 0.8; CSN inh: -5; NadD inh: -12; Rpn11 inh: inactive; PABP1 MLLE inh: -10

Results for O=C(c1cccc([N+](=O)[O-])c1)N1CCOCC1 ?
STEP inh: -7; TbMetRS inhib: 0.2; Scp1 inh: -8; SUMO1-SIM PPI: -5; DNMT1 inh: 1; LMPTP inh: -1.9; CSN inh: -3; NadD inh: 2; Rpn11 inh: inactive; PABP1 MLLE inh: 13

What do the screens show for `COc1cccc(NC(=O)CN(C)C(=O)CSCC(=O)Nc2ccc(C)cc2)c1`?
STEP inh: 0; TbMetRS inhib: 0.1; Scp1 inh: -5; SUMO1-SIM PPI: 2; DNMT1 inh: -11; LMPTP inh: -1.4; CSN inh: 5; NadD inh: -2; Rpn11 inh: inactive; PABP1 MLLE inh: 27

What do the screens show for `CC(=O)O[C@H]1CC[C@@]2(C)[C@@H](CC[C@H]3[C@@H]4CC[C@H](C(C)O)[C@@]4(C)CC(=O)[C@@H]32)C1` (stereo partly drawn)?
STEP inh: 0; TbMetRS inhib: -0.6; Scp1 inh: -5; SUMO1-SIM PPI: -5; DNMT1 inh: -2; LMPTP inh: -0.3; CSN inh: -3; NadD inh: -13; Rpn11 inh: inactive; PABP1 MLLE inh: -10

What do the screens show for `Cc1ccc(CC(=O)NCC(c2ccco2)N(C)C)cc1C` (stereo not drawn)?
STEP inh: -1; TbMetRS inhib: -0.5; Scp1 inh: -3; SUMO1-SIM PPI: -1; DNMT1 inh: -5; LMPTP inh: 0.0; CSN inh: -9; NadD inh: 1; Rpn11 inh: inactive; PABP1 MLLE inh: -12

How did COc1ccc(OC)c2c1sc(=NC(=O)C1CC1)n2C do in these assays?
STEP inh: 2; TbMetRS inhib: -1.4; Scp1 inh: -11; SUMO1-SIM PPI: -11; DNMT1 inh: 1; LMPTP inh: 1.5; CSN inh: 2; NadD inh: -4; Rpn11 inh: inactive; PABP1 MLLE inh: -1

What do the screens show for `O=C(/C=C/c1ccccc1Cl)Nc1ccc2c(c1)C(=O)NC2=O`?
STEP inh: 95*; TbMetRS inhib: -0.6; Scp1 inh: 101*; SUMO1-SIM PPI: 37; DNMT1 inh: 65*; LMPTP inh: 71*; CSN inh: 25; NadD inh: 13; Rpn11 inh: active; PABP1 MLLE inh: -12

Results for O=Cc1ccc(OCc2nnsc2Cl)cc1 ?
STEP inh: 0; TbMetRS inhib: 0.2; Scp1 inh: -9; SUMO1-SIM PPI: 2; DNMT1 inh: 2; LMPTP inh: 0.8; CSN inh: 3; NadD inh: 2; Rpn11 inh: inactive; PABP1 MLLE inh: -13

How did CN1C(=O)CC(N2CCN(Cc3ccc(Cl)cc3)CC2)C1=O (stereo not drawn) do in these assays?
STEP inh: 1; TbMetRS inhib: 0.1; Scp1 inh: 0; SUMO1-SIM PPI: 2; DNMT1 inh: 2; LMPTP inh: -1.5; CSN inh: 0; NadD inh: -3; Rpn11 inh: inactive; PABP1 MLLE inh: 8

Results for O=C(O)C1C=CC(C(=O)O)c2ccccc21 (stereo not drawn) ?
STEP inh: 2; TbMetRS inhib: -0.2; SUMO1-SIM PPI: -1; DNMT1 inh: -4; LMPTP inh: -2.4; CSN inh: 1; NadD inh: -5; Rpn11 inh: inactive; PABP1 MLLE inh: 10

Results for Cc1nnc(Cc2ccco2)c2n[nH]c(C)c12 ?
STEP inh: 1; TbMetRS inhib: -0.1; SUMO1-SIM PPI: -5; DNMT1 inh: 9; LMPTP inh: -0.6; CSN inh: 3; NadD inh: -2; Rpn11 inh: inactive; PABP1 MLLE inh: 18

Results for O=c1ccn(Cc2ccc(F)cc2)c2ccnc(C(F)(F)F)c12 ?
STEP inh: -3; TbMetRS inhib: -0.5; Scp1 inh: -5; SUMO1-SIM PPI: 2; DNMT1 inh: 3; LMPTP inh: -1.1; CSN inh: 2; NadD inh: -4; Rpn11 inh: inactive; PABP1 MLLE inh: -7

What do the screens show for `COc1ccc(CN(CC(=O)NC2CCCC2)C(=O)CN2C(=O)COc3ccccc32)cc1`?
STEP inh: -2; TbMetRS inhib: -0.3; Scp1 inh: -2; SUMO1-SIM PPI: -1; DNMT1 inh: 2; LMPTP inh: -0.3; CSN inh: -2; NadD inh: -5; Rpn11 inh: inactive; PABP1 MLLE inh: -3

How did C=CCN=C1N[C@@H](c2cccc(C(F)(F)F)c2)C(C(=O)OC)=C(C)N1CC do in these assays?
STEP inh: 0; TbMetRS inhib: -0.4; Scp1 inh: 18; SUMO1-SIM PPI: -1; DNMT1 inh: 1; LMPTP inh: -0.1; CSN inh: -11; NadD inh: 0; Rpn11 inh: inactive; PABP1 MLLE inh: -110

How did CN(C(=O)C1CCOC1)c1nnc(C2CCOC2)s1 (stereo not drawn) do in these assays?
STEP inh: 6; TbMetRS inhib: -0.1; Scp1 inh: -7; SUMO1-SIM PPI: 0; DNMT1 inh: 1; LMPTP inh: -0.4; CSN inh: 0; NadD inh: 1; Rpn11 inh: inactive; PABP1 MLLE inh: 5

Results for CN1C2=C(C#N)C(c3ccccc3)(C(F)(F)F)NC(=O)N2c2ccccc21 (stereo not drawn) ?
STEP inh: 2; TbMetRS inhib: -0.4; Scp1 inh: -11; SUMO1-SIM PPI: 0; DNMT1 inh: -2; LMPTP inh: -0.5; CSN inh: -1; NadD inh: 3; Rpn11 inh: inactive; PABP1 MLLE inh: 2

Results for COc1ccccc1NC(=O)Cc1nc(=O)[nH]c(=O)[nH]1 ?
STEP inh: 0; TbMetRS inhib: -0.1; SUMO1-SIM PPI: 5; DNMT1 inh: -1; LMPTP inh: -0.5; CSN inh: 0; NadD inh: -1; Rpn11 inh: inactive; PABP1 MLLE inh: -4

Results for O=C1C2CC=C(Cl)CC2C(=O)N1c1ncn[nH]1 (stereo not drawn) ?
STEP inh: 0; TbMetRS inhib: -2.6; Scp1 inh: 8; SUMO1-SIM PPI: 6; DNMT1 inh: 15; LMPTP inh: -0.3; CSN inh: -6; NadD inh: -1; Rpn11 inh: inactive; PABP1 MLLE inh: -10

Results for [2H]C([2H])(CCOS(N)(=O)=O)c1ccccc1 ?
STEP inh: -2; TbMetRS inhib: -0.2; Scp1 inh: -10; SUMO1-SIM PPI: 4; DNMT1 inh: 6; LMPTP inh: 0.0; CSN inh: -7; NadD inh: 3; Rpn11 inh: inactive; PABP1 MLLE inh: 0

How did CCOC(=O)C1(P(=O)(c2ccc(Cl)cc2)c2ccc(Cl)cc2)CCC1 do in these assays?
STEP inh: 1; TbMetRS inhib: -0.4; Scp1 inh: 1; SUMO1-SIM PPI: -3; DNMT1 inh: 3; LMPTP inh: -0.6; CSN inh: -3; NadD inh: -4; Rpn11 inh: inactive; PABP1 MLLE inh: -5

Results for CCC(C(=O)OC)n1cnc2c(nnn2-c2ccc(C)cc2)c1=O (stereo not drawn) ?
STEP inh: -2; TbMetRS inhib: -0.8; Scp1 inh: 2; SUMO1-SIM PPI: 0; DNMT1 inh: 0; LMPTP inh: -1.4; CSN inh: -1; NadD inh: -7; Rpn11 inh: inactive; PABP1 MLLE inh: 1

Results for CN1CCN(C(=O)C2CCCCC2C(=O)O)CC1 (stereo not drawn) ?
STEP inh: 2; TbMetRS inhib: -0.2; Scp1 inh: 3; SUMO1-SIM PPI: 3; DNMT1 inh: 1; LMPTP inh: -6.1; CSN inh: -3; NadD inh: -1; Rpn11 inh: inactive; PABP1 MLLE inh: -2

3 compounds drawn at random from those above, as already listed:
How did CCOC(=O)C1(P(=O)(c2ccc(Cl)cc2)c2ccc(Cl)cc2)CCC1 do in these assays?
STEP inh: 1; TbMetRS inhib: -0.4; Scp1 inh: 1; SUMO1-SIM PPI: -3; DNMT1 inh: 3; LMPTP inh: -0.6; CSN inh: -3; NadD inh: -4; Rpn11 inh: inactive; PABP1 MLLE inh: -5

Results for CN1C2=C(C#N)C(c3ccccc3)(C(F)(F)F)NC(=O)N2c2ccccc21 (stereo not drawn) ?
STEP inh: 2; TbMetRS inhib: -0.4; Scp1 inh: -11; SUMO1-SIM PPI: 0; DNMT1 inh: -2; LMPTP inh: -0.5; CSN inh: -1; NadD inh: 3; Rpn11 inh: inactive; PABP1 MLLE inh: 2

Results for CCC(C(=O)OC)n1cnc2c(nnn2-c2ccc(C)cc2)c1=O (stereo not drawn) ?
STEP inh: -2; TbMetRS inhib: -0.8; Scp1 inh: 2; SUMO1-SIM PPI: 0; DNMT1 inh: 0; LMPTP inh: -1.4; CSN inh: -1; NadD inh: -7; Rpn11 inh: inactive; PABP1 MLLE inh: 1

Compound activity: PubChem, several laboratories
